# Bioassay records from PubChem BioAssay.
# USP1 inh – Inhibitors of USP1/UAF1: Primary Screen | recombinant USP1/UAF1, Ub-Rhodamine cleavage fluorescence | Potency, µM (series often up to 57.1 µM), for inactives: at the highest dose activity change, negative = inhibition, usual class: inhibitors | AID 743255, 2014 | 390,000 tested, 0.23% active; note: % is set by controls: 0 for no effect and ±100 for the full control effect; nearly all actives have a fitted effect of over 60% in size; inactives centre near -12
# Target sequence (O94782 whole entry, looked up): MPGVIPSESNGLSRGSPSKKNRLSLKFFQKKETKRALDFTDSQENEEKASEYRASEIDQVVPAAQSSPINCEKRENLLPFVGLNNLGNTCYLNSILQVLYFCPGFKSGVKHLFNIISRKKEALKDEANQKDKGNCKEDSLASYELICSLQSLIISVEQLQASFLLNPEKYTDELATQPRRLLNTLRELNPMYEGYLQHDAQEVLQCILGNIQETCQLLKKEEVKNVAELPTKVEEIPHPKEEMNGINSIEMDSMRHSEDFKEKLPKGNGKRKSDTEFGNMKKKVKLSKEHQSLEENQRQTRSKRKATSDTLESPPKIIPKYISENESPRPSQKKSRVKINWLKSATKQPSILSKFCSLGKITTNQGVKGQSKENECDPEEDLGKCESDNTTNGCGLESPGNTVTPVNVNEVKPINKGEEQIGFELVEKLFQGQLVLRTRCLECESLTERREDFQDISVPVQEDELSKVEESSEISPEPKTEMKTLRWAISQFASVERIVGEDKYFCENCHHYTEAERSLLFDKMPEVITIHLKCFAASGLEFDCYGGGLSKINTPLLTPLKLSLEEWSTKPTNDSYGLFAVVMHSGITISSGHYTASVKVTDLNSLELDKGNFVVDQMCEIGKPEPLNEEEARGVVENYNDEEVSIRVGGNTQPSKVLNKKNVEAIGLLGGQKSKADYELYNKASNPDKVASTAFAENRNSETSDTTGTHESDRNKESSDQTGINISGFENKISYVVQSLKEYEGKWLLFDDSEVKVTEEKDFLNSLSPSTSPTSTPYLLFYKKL
#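 USP1/UAF1 complex (1 nM) preincubated 15 min at room temperature with compound, then Ub-Rho substrate (150 nM final) added. Kinetic fluorescence at 480/540 nm over 6 reads at 60 s intervals; 50 mM HEPES pH 7.8, 0.5 mM EDTA, 0.1 mg/ml BSA, 1 mM TCEP, 0.01% Tween-20.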
# Vif-APOBEC3F blk – qHTS for Inhibitors of Vif-A3F Interactions: qHTS | Potency, µM (series often up to 46.1 µM), for inactives: at the highest dose activity, negative = active | AID 602313, 2012 | HeLa A3F-eYFP + Vif (tagged APOBEC3F with the HIV-1 protein that degrades it), YFP fluorescence increase | 390,000 tested, 0.2% active; note: % of control where 0% means no effect; nearly all actives have a fitted effect of over 65% in size
#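 Fluorescence increase (Ex 488/Em 500-530) after overnight compound treatment at 37 deg C flags inhibition of Vif-driven A3F-eYFP loss in stable HeLa A3F-eYFP/Vif cells seeded overnight beforehand.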
# 12-LOX inh – Primary qHTS assay for inhibitors of human arachidonate 12S-lipoxygenase (ALOX12): Round 2; Potency, µM (top dose mostly 108 µM), for the others: top-dose activity change, negative = inhibition, hits mostly inhibitors; Polyunsaturated fatty acid lipoxygenase ALOX12 (Homo sapiens), P18054; 580,000 tested, 1.1% active; purified 12hLO, xylenol orange hydroperoxide absorbance; note: % is set by controls: 0 for no effect and ±100 for the full control effect
#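 Purified human 12hLO at 150 nM in 25 mM Hepes, 0.01% Triton X-100, pH 7.0, preincubated 15 min at room temperature with compound. Reaction started with 40 uM arachidonic acid, 30 min at room temperature. Hydroperoxide measured by Fe-xylenol orange, 573/405 nm absorbance ratio.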
# TrxR1 inh – qHTS Assay for Inhibitors of Mammalian Selenoprotein Thioredoxin Reductase 1 (TrxR1): qHTS; recombinant rTrxR1, NADPH fluorescence consumption, selenite substrate; Potency, µM (titrated, usually from 114 µM), for inactives: top-dose activity change, negative = inhibition, hits mostly inhibitors; 390,000 tested, 1% active; note: % is set by controls: 0 for no effect and ±100 for the full control effect; nearly all actives have a fitted effect of over 65% in size
#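 Rat TrxR1 (90 nM in the dispensed reagent) was pre-reduced with 400 uM NADPH for 5 min at room temperature, then incubated with compound for 15 min. After 400 uM selenite was added, NADPH fluorescence (Ex 340/Em 450 nm) was followed for 8 min.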
# Vif-A3G inh – qHTS for Inhibitors of Vif-A3G Interactions: qHTS; 410,000 tested, 0.076% active; DNA dC->dU-editing enzyme APOBEC-3G (Homo sapiens), Q9HC16; Potency, µM (highest dose often 46.1 µM), without a hit: top-dose activity, negative = active, most hits filed as inhibitors; AID 602310, 2012; HeLa A3G-eYFP + Vif (tagged APOBEC3G with the HIV-1 protein that degrades it), YFP fluorescence, overnight;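 note: % is set by controls: 0 for no effect and ±100 for the full control effect; nearly all actives have a fitted effect of over 60% in size; hits raise eYFP signal because A3G escapes Vif-driven loss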
#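 Read-out is eYFP fluorescence (Ex 488/Em 500-530) from Vif-expressing HeLa A3G-eYFP cells; more signal means A3G escaped Vif-mediated degradation. Cells plated overnight, compound pinned in, incubated overnight at 37 deg C.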
# RGS4 inh – Inhibitors of Regulator of G Protein Signaling (RGS) 4: qHTS. 390,000 tested, 0.039% active. Regulator of G-protein signaling 4 (Homo sapiens), P49798. Transcreener GDP fluorescence polarization, RGS4-accelerated GTP hydrolysis. AID 504845, 2011. Potency, µM (doses to about 114 µM), for inactives: top-dose activity change, negative = inhibition, hits mostly inhibitors; note: % is set by controls: 0 for no effect and ±100 for the full control effect; nearly all actives have a fitted effect of over 75% in size; some results filed as inactive show a strong effect at the top dose
# Target sequence (P49798 whole entry, looked up): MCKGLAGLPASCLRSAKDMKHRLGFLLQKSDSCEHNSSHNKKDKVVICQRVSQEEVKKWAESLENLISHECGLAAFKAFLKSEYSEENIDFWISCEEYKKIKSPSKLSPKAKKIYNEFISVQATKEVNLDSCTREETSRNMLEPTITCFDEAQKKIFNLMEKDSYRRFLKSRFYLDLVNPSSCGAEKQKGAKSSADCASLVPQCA
#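 MLSMR compounds (23 nl, pin-transferred) preincubated 10 min at room temperature with a 500nM (2x) first reagent, then RGS4 at 900nM (2x) plus Transcreener GDP mix added; fluorescence polarization (620/688 nm) read before and after 90 min at 30 °C.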
# mIDH1 inhibitor – qHTS for Inhibitors of mutant isocitrate dehydrogenase 1 (IDH1): qHTS; Potency, µM (series often up to 76.6 µM), for inactives: top-dose activity change, negative = inhibition, most hits filed as inhibitors; 390,000 tested, 0.093% active; IDH1-R132H enzyme, NADPH consumption, diaphorase/resazurin fluorescence; Isocitrate dehydrogenase [NADP] cytoplasmic (Homo sapiens), O75874; AID 602179, 2012; note: % is set by controls: 0 for no effect and ±100 for the full control effect; nearly all actives have a fitted effect of over 65% in size
#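 IDH1-R132H (0.5 ug/mL dispensed) in pH 7.5 Tris buffer was preincubated 30 min with compound, then given a substrate mix of 0.016 mM NADPH and 2 mM alpha-KG for 80 min at room temperature; remaining NADPH was read by diaphorase/resazurin fluorescence.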
# RXFP1 agonist – qHTS Assay for Agonists of the Relaxin Receptor RXFP1; Relaxin receptor 1 (Homo sapiens), Q9HBX9; HEK293T-RXFP1 cAMP TR-FRET, 30 min; response scale: percent of porcine relaxin response, buffer zero; Potency, µM (doses to about 57.5 µM), inactives show at the top dose activation, actives largely listed as activators; 370,000 tested, 0.3% active; note: % is set by controls: 0 for no effect and ±100 for the full control effect; nearly all actives have a fitted effect of over 60% in size; many of its hits are not listed in these tables
#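 HEK293 cells stably expressing RXFP1, treated 30 min at 37C with compounds plus PDE4 inhibitor Ro 20174; cAMP measured by HTRF TR-FRET. Normalized to buffer and 29 nM porcine relaxin; EC50 by Hill fit.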
# TrxR1 substrate – qHTS Assay for Substrates of Mammalian Selenoprotein Thioredoxin Reductase 1 (TrxR1): qHTS. Thioredoxin reductase 1, cytoplasmic (Rattus norvegicus), O89049. purified TrxR1 substrate turnover, NADPH consumption readout. Potency, µM (series often up to 114 µM), for the others: at the top dose activity change, negative = substrate turnover. 390,000 tested, 0.01% active. AID 588456, 2011; note: % is set by controls: 0 for no effect and ±100 for the full control effect; nearly all actives have a fitted effect of over 50% in size
#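 Rat TrxR1, dispensed at 90 nM, was prereduced with 400 uM NADPH (final) for 5 min at ~22 deg C, then incubated with compound 15 min before 400 uM selenite. A first-read NADPH fluorescence drop versus no-compound background flagged substrates.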
# An asterisk follows results filed as active; ? = inconclusive; · = not tested or not shown; & = joins results of further samples; [ ] = another dose, or the depositor's remark. Calls come from the whole dose curve; as a rule, active = well fitted curve in the direction sought with a large enough effect; inconclusive = small, poorly fitted or top-dose-only effect, or another doubt; inactive = no such curve, though single readings can be large; an effect the other way counts as inactive or inconclusive. Potency is the fitted concentration of half-maximal effect.
SMILES,USP1 inh,Vif-APOBEC3F blk,12-LOX inh,TrxR1 inh,Vif-A3G inh,RGS4 inh,mIDH1 inhibitor,RXFP1 agonist,TrxR1 substrate
Cc1cccc(C(=O)O/N=C(\N)c2cccc([N+](=O)[O-])c2)c1,0%,-1%,-2%,20%,-1%,27%,19%,0.4%,-4%
CCc1cccc(C)c1NC(=O)Cn1ccn(Cc2ccc(Cl)cc2)c(=O)c1=O,19%,3%,?,-13%,2%,-1%,0%,1.6%,-9%
COc1ccc(Cl)cc1Nc1nc(N)c2ccccc2n1,-8%,6%,19%,19%,-6%,14%,8%,-0.4%,4%
COCCNC(=O)CN1C(=O)COc2ccc(Cl)cc21,-26%,-1%,-3%,16%,7%,-5%,-4%,6.1%,7%
CCOn1c(=O)c(C)[n+]([O-])c2ccccc21,-16%,?,22%,10%,?,-15%,11%,1.5%,12%
Cc1ccc(Cl)cc1NC(=O)C1CCCCC1C(=O)O (stereo not drawn),-14%,?,7%,11%[57.1 µM],3%,-12%,10%,1.5%,4%[57.1 µM]
c1ccc(SC23CC4CC(CC(C4)C2)C3)nc1,-4%,-5%,-24%,·,-2%,·,-1%,·,·
O=C(NCCC1CCCCN1S(=O)(=O)c1ccccc1)C(=O)NCc1ccc(F)cc1 (stereo not drawn),-12%,4%,8%,1%[57.1 µM],-1%,20%,0%,1.8%,-3%[57.1 µM]
Cc1ccnc(NS(=O)(=O)c2ccc(NC(=O)/C=C/c3cccs3)cc2)n1,-1%,-18%,1%,-12%,-10%,29%,-1%,4.8%,-13%
Cc1cc(C)n(-c2cc(Cl)ccc2[N+](=O)[O-])n1,-12%,0%,3%,26%,2%,-1%[11.4 µM],2%,0.9%,2%
COc1ccc(NC(=O)c2sc3nc(C)cc(C)c3c2N)c(OC)c1,-15%,-3%,78%[activator],-5%,1%,-4%,15%,·,73%[activator]
COC(=O)c1ccc(NC(=O)CN2CCC(NC(=O)c3ccco3)CC2)cc1,-6%,1%,6%,-14%,-7%,10%,2%,0.4%,-5%
COc1ccccc1OCc1cc(C(=O)N2CC3C[C@@H]4CC2C[C@H](C3)C4)no1,-9%,9%,52%[activator],5%,4%,-8%,0%,1.8%,2%
CCCCCCC(=O)Nc1nc(C)c(-c2csc(Nc3cc(OC)ccc3OC)n2)s1,?,-12%,-21%,7%,-7%,-14%,12%,2.5%,1%
O=C1CC(NS(=O)(=O)c2ccc([N+](=O)[O-])cc2)CN1c1cccc(F)c1 (stereo not drawn),-7%,3%,-25%,-26%,0%,7%,8%,0.5%,-3%
Cc1noc(C)c1C(=O)NNc1ccc(C(C)C)cc1,-22%,-21%,-7%,-8%,-7%,-17%,9%,-1.0%,-5%
O=C(CN1C(=O)c2ccc([N+](=O)[O-])cc2C1=O)Nc1nnc(C2CC2)s1,1%,9%,-1%,4%[11.4 µM],1%,-37%,-1%,·,18%[57.1 µM]
N=C(N)SCCc1cnc[nH]1,14%,0%,?,25%[57.1 µM],1%,-15%[56.9 µM],4%,1.3%,6%[57.1 µM]
CCOc1ccccc1CNC(CC)CO (stereo not drawn),-5%,-2%,1%,11%,2%,28%[11.4 µM],-24%,-0.9%,4%
C/C(=N\Nc1ccccc1C)c1cccnc1,-17%,-3%,?,8%[57.1 µM],2%,?,5%,-0.1%,9%[57.1 µM]
Cc1c(C(=O)Nc2cc(F)ccc2F)sc2nc3n(c(=O)c12)CCCCC3,-6%,2%,0%,9%,5%,-26%,3%,19%,4%
O=C(CSCC(=O)N1CCCCC1)Nc1nc(-c2ccc(Cl)s2)cs1,-12%,-6%,?,0%[57.1 µM],0%,-5%,0%,1.1%,-8%
O=C(NNS(=O)(=O)c1ccccc1[N+](=O)[O-])c1ccccc1Cl,-18%,-3%,0%,1%,0%,-11%,13%,-1.1%,2%
Cn1c(SCC(=O)NCC2COc3ccccc3O2)nnc1C(F)(F)F (stereo not drawn),-3%,1%,-11%,4%,2%,23%,0%,·,-4%
Cn1c(SCC(=O)NC2CCCC2)nnc1C(F)(F)F,6%,1%,18%,7%,3%,6%,-11%,-1.0%,0%
NS(=O)(=O)c1ccc(NC(=O)COC(=O)Cn2cnc3ccccc3c2=O)cc1,-6%,-10%,-18%,48%[57.1 µM],-2%,-25%,0%,·,23%[57.1 µM]
COc1ccc(-c2ccc(NS(=O)(=O)c3cccc(Cl)c3)cc2)nn1,-27%,1%,-17%,7%[57.1 µM],1%,-15%,0%,0.8%,-5%[57.1 µM]
COc1ccc(C(CNC(=O)c2cc3ccccc3cc2O)N2CCOCC2)cc1 (stereo not drawn),-15%,3%,-9%,7%[57.1 µM],1%,-37%,-8%,1.6%,-2%[57.1 µM]
Nc1ccc(CCn2ccnc2)cc1,-22%,-1%,11%,17%,-1%,9%,-1%,0.0%,9%
CCn1c(=O)cc(OCC(=O)N2CCN(c3ccc(C)cc3)C(C)C2)c2ccccc21 (stereo not drawn),-13%,-2%,-9%,21%,-13%,-16%,0%,1.9%,3%
COc1ccc(C(=O)OCC(=O)NC2CC2)cc1S(=O)(=O)N1CCOCC1,3%,1%,1%,15%[57.1 µM],-2%,-20%,2%,0.1%,4%[57.1 µM]
O=C(COC(=O)CCc1c[nH]c2ccccc12)NC1CCS(=O)(=O)C1 (stereo not drawn),-2%,·,0%,-1%,2%,-28%,7%,-3.1%,2%
CC(=O)N1c2ccc(S(=O)(=O)NCCC(=O)Nc3cccc(Cl)c3)cc2CC1C (stereo not drawn),-7%,-2%,-4%,-23%,1%,-11%[56.9 µM],0%,0.6%,-15%
COc1ccc(C(=O)CCN2CCN(c3ccc(OC)cc3)CC2)cc1,-17%,-5%,12%,2.8µM*,0%,-32%,3%,-3.8%,-5%[57.1 µM]
Cc1ccc(C(=O)Nc2ccccc2C(=O)OCc2cc(=O)n3nc(C4CC4)sc3n2)cc1,-17%,3%,-20%,13%[57.1 µM],-5%,9%,6%,4.0%,3%[57.1 µM]
O=C(Nc1ccc2c(c1)OCCO2)c1ccc(Cl)cc1,-3%,-1%,9%,16%,1%,18%,11%,0.5%,-1%
COc1ccc(-c2cnc(C)o2)cc1S(=O)(=O)Nc1ccc(F)cc1F,-20%,8%,-25%,1%[57.1 µM],1%,4%,3%,-1.5%,-4%[57.1 µM]
COCc1cc(=O)[nH]c(-c2ccccc2OC(F)(F)F)n1,-20%,-2%,0%,11%,-1%,23%,-11%,2.5%,-2%
O=C(OCCN=C1NS(=O)(=O)c2ccccc21)c1ccccc1,-2%,-5%,0%,-11%,0%,-18%[56.9 µM],12%,-0.9%,-11%
CCOC(=O)c1ccc(Nc2nc3ccccc3n3c(C)nnc23)cc1,-12%,-11%,-1%,27%,-1%,7%,0%,1.3%,-4%
N#CC1=C2SCN(c3ccccc3)CN2C(=O)CC1c1ccccc1Cl (stereo not drawn),-5%,0%,?,?,3%&2%,?,8%,0.4%,2%
Cn1c(=O)c(C(N)=S)cn(-c2ccccc2)c1=O,-16%,-5%,-14%,14%,5%,1%,18%,6.7%,-2%
CCC(C)(C)NC(=O)Cn1c(=O)oc2cc(S(=O)(=O)N3CC(C)CC(C)C3)ccc21 (stereo not drawn),-29%,7%,5%,33%,0%,11%,-10%,0.4%,9%
Cc1cccc(N2C(=O)C3CCCN3C2=S)c1 (stereo not drawn),-2%,0%,0%,0%,1%,16%,-8%,-2.8%,-5%
O=[N+]([O-])c1ccc(NN=C(C2CC2)C2CC2)c([N+](=O)[O-])c1,-14%,2%,?,·,3%,·,7%,·,·
CC(C)C(=O)OCC(=O)NCc1ccccc1Cl,5%,-8%,9%,9%[57.1 µM],2%,-16%,0%,-1.0%,8%
O=[N+]([O-])c1ccc(N/N=C/c2cccc(O)c2O)cc1,-19%,-17%,?,9%,?,-52%[56.9 µM],18%,-3.8%,0%
O=C(Nc1cc2c(oc1=O)CCCC2=O)c1ccc(Cl)cc1,-6%,-8%,-25%,-7%[57.1 µM],1%,9%,3%,-2.5%,4%[57.1 µM]

# Part of the list above, limited to TrxR1 inh.
canonical_smiles | TrxR1 inh
CCOC(=O)c1ccc(Nc2nc3ccccc3n3c(C)nnc23)cc1 | 27%
N#CC1=C2SCN(c3ccccc3)CN2C(=O)CC1c1ccccc1Cl (stereo not drawn) | ?

# Only part of the results is shown. The share of hits here may be higher or lower than overall.
